# IDE inh = human IDE inhibitors in live cells, primary screen, fluorescence polarization, HEK cells, FAbetaB substrate; FAbetaB cleavage; inhibition, % at 5.59 µM; 0.41% of 320,000 active; AID 434962, 2010;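 active = percent inhibition above the average of all tested compounds plus 3 SD, set per screening campaign, cut at about 16% in these data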;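 also: IDE supplied by intact live HEK cells; FP after avidin binding of uncleaved biotin substrate so inhibition keeps polarization high; 0% = DMSO wells and 100% = 60 µM reference IDE inhibitor Ii1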
# NALP1 yeast inh = NALP1 inflammasome inhibitors in reconstituted yeast, colorimetric, S. cerevisiae, triplicate retest; 0.61% of 280,000 active; AID 2071, 2009; S. cerevisiae NALP1/ASC/caspase-1 growth, X-gal OD620, 72 h; inhibition, % at 10 µM; in the data active = inhibition mostly above about 24%, no sharp cut-off; inactive = mostly below about 32%; also: some compounds called inactive have numbers as strong as hits
# IDE cell activ = human IDE activators in live cells, primary screen, fluorescence polarization, HEK cells, FAbeta-B substrate; FAbeta-B cleavage; 0% vehicle, 100% cell-free pure enzyme wells; activation, % at 5.96 µM; 0.073% of 340,000 active;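 active = activation above the mean of all tested compounds plus 3 SD, set per screening campaign, cut at about 17% in these data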
# p-CIP stab down = p/CIP-EGFP fusion destabilizers, primary screen, fluorescence, F442A cells; 0.01% of 290,000 active; decrease of EGFP signal, % at 10 µM; 16 h; AID 1984, 2009;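 active = EGFP signal decrease of at least 30% at 10 µM or well 3 SD below plate mean, unless failing retest; inactive = the rest, including hits failing retest or dose response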; also: some compounds called inactive have numbers as strong as hits; many of its hits are not listed in these tables
# Target sequence (Q05BA5 1-1403): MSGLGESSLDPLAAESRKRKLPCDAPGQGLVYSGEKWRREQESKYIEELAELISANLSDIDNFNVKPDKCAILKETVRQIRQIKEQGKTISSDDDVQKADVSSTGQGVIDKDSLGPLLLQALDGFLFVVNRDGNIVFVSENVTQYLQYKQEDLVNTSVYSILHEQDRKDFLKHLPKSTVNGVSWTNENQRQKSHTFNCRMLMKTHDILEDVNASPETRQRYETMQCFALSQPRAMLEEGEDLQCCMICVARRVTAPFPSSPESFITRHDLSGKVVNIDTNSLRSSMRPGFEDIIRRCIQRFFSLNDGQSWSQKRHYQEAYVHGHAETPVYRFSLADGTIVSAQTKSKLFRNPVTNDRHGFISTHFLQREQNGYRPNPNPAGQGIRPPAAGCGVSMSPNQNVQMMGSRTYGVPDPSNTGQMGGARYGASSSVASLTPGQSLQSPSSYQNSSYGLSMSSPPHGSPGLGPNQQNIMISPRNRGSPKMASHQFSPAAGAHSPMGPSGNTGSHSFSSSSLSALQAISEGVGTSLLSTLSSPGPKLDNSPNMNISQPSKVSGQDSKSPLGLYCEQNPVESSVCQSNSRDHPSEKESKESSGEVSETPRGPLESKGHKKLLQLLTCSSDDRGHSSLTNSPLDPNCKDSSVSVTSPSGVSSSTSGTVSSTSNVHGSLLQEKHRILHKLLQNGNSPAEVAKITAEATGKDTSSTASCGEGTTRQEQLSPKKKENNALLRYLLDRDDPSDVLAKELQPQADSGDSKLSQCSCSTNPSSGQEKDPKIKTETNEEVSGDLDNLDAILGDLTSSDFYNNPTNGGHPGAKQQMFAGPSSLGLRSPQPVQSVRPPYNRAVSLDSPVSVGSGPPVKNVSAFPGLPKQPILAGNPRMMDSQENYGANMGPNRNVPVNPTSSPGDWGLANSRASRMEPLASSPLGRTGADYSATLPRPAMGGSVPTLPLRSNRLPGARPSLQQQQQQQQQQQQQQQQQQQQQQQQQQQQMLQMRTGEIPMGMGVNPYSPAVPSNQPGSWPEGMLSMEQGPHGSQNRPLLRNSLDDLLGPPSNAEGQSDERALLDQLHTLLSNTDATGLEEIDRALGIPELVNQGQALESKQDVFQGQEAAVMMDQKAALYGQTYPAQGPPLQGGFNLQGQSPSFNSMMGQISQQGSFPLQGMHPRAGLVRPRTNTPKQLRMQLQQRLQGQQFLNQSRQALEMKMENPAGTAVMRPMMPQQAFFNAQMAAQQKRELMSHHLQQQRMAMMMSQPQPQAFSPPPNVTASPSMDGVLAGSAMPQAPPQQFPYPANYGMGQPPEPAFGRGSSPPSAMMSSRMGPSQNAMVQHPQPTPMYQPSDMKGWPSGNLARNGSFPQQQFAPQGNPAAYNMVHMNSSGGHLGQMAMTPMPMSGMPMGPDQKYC
# SUMO HTRF inh = inhibitors of in vitro SUMOylation cascade, primary screen, biochemical, HTRF, uHTS; AID 2006, 2009; inhibition, % at 35 µM; SUMO-conjugating enzyme UBC9 (Homo sapiens), P63279; 0.36% of 290,000 active; HTRF SUMOylation assay, SAE1/SAE2 + UBC9; in the data active = inhibition above about 50%, passing the limit was not always enough; also: strong numbers were not always called active
# MEKK2 WT-MEK5 = modulators of MEK5 binding to wildtype MEKK2, primary screen, biochemical, multiplex bead flow cytometry, Alexa488-MEK5; Mitogen-activated protein kinase kinase kinase 2 (Homo sapiens), Q9Y2U5; Alexa488-MEK5 binding to MEKK2 WT; actives lie on both sides; binding response (% of control), % at 10 µM; 1.1% of 290,000 active; in the data active = binding response below about 67% or above about 130%
# PfM18AAP inh = PfM18AAP inhibitors, malaria aminopeptidase, primary screen, biochemical, QFRET, recombinant enzyme; M18 aspartyl aminopeptidase (Plasmodium falciparum 3D7); H-Glu-NHMec fluorogenic cleavage; inhibition, % at 7.35 µM; 1.2% of 290,000 active;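 active = inhibition above the campaign mean inhibition over all tested compounds plus 3 SD, cut at about 28% in these data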;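 also: 0% = plate median of test compound wells and 100% = 2 mM ZnCl2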
# MEKK3 PB1 HTS = modulators of MEKK3-MEK5 PB1 binding, primary screen, biochemical, wildtype MEKK3, multiplex bead flow cytometry, Alexa488-MEK5; bead-based flow cytometry, Alexa488-MEK5 binding to MEKK3; actives lie on both sides; 0 = blocked by unlabeled MEK5, 100 = vehicle; binding response (% of control), % at 10 µM; 1.4% of 290,000 active; AID 1529, 2009;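 active = binding response more than 3 SD above or below the average of its plate-row segment, actives on both sides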;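 also: Alexa488 bead fluorescence after subtracting the streptavidin-only scavenger bead signal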
# MEKK2mut PB1 HTS = MEK5 binding signal on mutant MEKK2 PB1, primary screen, biochemical, multiplex bead flow cytometry, Alexa488-MEK5; 0.35% of 290,000 active; AID 1530, 2009; Alexa488-MEK5 binding to MEKK2 mutant; percent response, % at 10 µM; in the data active = percent response above about 24%, passing the limit was not always enough; also: inactives centre near 1; some results filed as inactive read as strong as hits; reference of the scale not given here
# The depositor's hits bear a star; nt = not tested or not shown. Only part of the results is shown. The share of hits here may be higher or lower than overall.
nr	SMILES	IDE inh	NALP1 yeast inh	IDE cell activ	p-CIP stab down	SUMO HTRF inh
1	COc1ccc2cnn(CCOc3ccccc3)c(=O)c2c1OC	-6	7	2	8	20
2	COc1cc(S(=O)(=O)NCCCn2ccnc2)ccc1F	2	16	-3	-4	12
3	O=C1C=C(N2CCCCCC2)C2(CCCCC2)O1	-3	10	1	-17	-9
4	Oc1c(C(c2ccccn2)N2CCC(Cc3ccccc3)CC2)cc(Cl)c2cccnc12 (stereo not drawn)	0	14	nt	-4	24
5	CCC(=O)NC(=S)Nc1ccccc1C(=O)OC	3	0	5	1	5
6	NNC(=O)c1ccccc1OCc1ccccc1	3	15	-1	-16	12
7	CC1=NN(C(C#N)c2cccc([N+](=O)[O-])c2)C(C)(C)C1 (stereo not drawn)	2	32	0	6	0
8	Nc1nc(SCC(=O)Nc2ccccc2C(F)(F)F)[nH]c(=O)c1-c1ccccc1	-4	-3	6	2	0
9	COc1ccc(S(=O)(=O)N2CCC(C(=O)Nc3c(F)cccc3F)CC2)cc1	5	15	1	-2	9
10	Cc1cc2c(c(=O)n1Cc1cccnc1)C(c1ccccc1)C(C#N)=C(N)O2 (stereo not drawn)	1	-11	-1	10	-12
11	Cc1c(C(=O)N(Cc2ccc(F)cc2)C2CCS(=O)(=O)C2)oc2ccccc12 (stereo not drawn)	-14	6	1	-11	-4
12	COc1ccc(CNC(=O)COC(=O)C2CC3C=CC2C3)cc1 (stereo not drawn)	2	15	-3	-6	-6
13	Cc1ccccc1NC(=S)NC(=O)c1cc(-c2ccccc2)nc2ccccc12	-1	-8	6	-2	-10
14	CC1(c2ccccc2)NC(=O)N(CC(=O)Nc2nnc(C3CC3)s2)C1=O (stereo not drawn)	0	5	5	-2	4
15	CC1(C)CC(=O)C2=C(C1)OC1=C(C(=O)CC(C)(C)C1)C2c1ccccc1	5	11	-4	-6	-11

nr	MEKK2 WT-MEK5	PfM18AAP inh	MEKK3 PB1 HTS	MEKK2mut PB1 HTS
1	102	-1	97	2
2	110	-7	106	4
3	105	-8	103	0
4	67	2	68	-13
5	99	6	101	-1
6	90	-2	91	-18
7	101	-4	103	-2
8	94	7	97	-5
9	109	0	104	7
10	101	17	98	0
11	98	5	98	-2
12	106	-7	100	14
13	82	6	89	-4
14	107	0	104	4
15	98	-8	98	-1

# Exported with values under each structure: six of the compounds above.
# Values run as follows: IDE inh | NALP1 yeast inh | IDE cell activ | p-CIP stab down | SUMO HTRF inh | MEKK2 WT-MEK5 | PfM18AAP inh | MEKK3 PB1 HTS | MEKK2mut PB1 HTS
6) NNC(=O)c1ccccc1OCc1ccccc1
    3 | 15 | -1 | -16 | 12 | 90 | -2 | 91 | -18
7) CC1=NN(C(C#N)c2cccc([N+](=O)[O-])c2)C(C)(C)C1 (stereo not drawn)
    2 | 32 | 0 | 6 | 0 | 101 | -4 | 103 | -2
8) Nc1nc(SCC(=O)Nc2ccccc2C(F)(F)F)[nH]c(=O)c1-c1ccccc1
    -4 | -3 | 6 | 2 | 0 | 94 | 7 | 97 | -5
9) COc1ccc(S(=O)(=O)N2CCC(C(=O)Nc3c(F)cccc3F)CC2)cc1
    5 | 15 | 1 | -2 | 9 | 109 | 0 | 104 | 7
10) Cc1cc2c(c(=O)n1Cc1cccnc1)C(c1ccccc1)C(C#N)=C(N)O2 (stereo not drawn)
    1 | -11 | -1 | 10 | -12 | 101 | 17 | 98 | 0
11) Cc1c(C(=O)N(Cc2ccc(F)cc2)C2CCS(=O)(=O)C2)oc2ccccc12 (stereo not drawn)
    -14 | 6 | 1 | -11 | -4 | 98 | 5 | 98 | -2

# The list goes on:
nr	SMILES	IDE inh	NALP1 yeast inh	IDE cell activ	p-CIP stab down	SUMO HTRF inh
16	CCC1CN(C(=O)N2CCC(C(=O)NCc3cccc(OC)c3OC)CC2)c2cc(C)ccc2O1 (stereo not drawn)	1	-12	5	-14	10
17	O=C(Cn1cc(C(=O)c2cccs2)c2ccccc21)NCC1CCCO1 (stereo not drawn)	-1	23	4	-6	-1
18	CC(=O)N1CN(Cc2ccccn2)Cc2c1sc1c2CCCC1	4	8	0	-5	11
19	CN1CCN(C(=O)c2ccccc2NC(=O)c2ccccc2)CC1	nt	7	4	-4	4
20	Cc1ccc(C(C)NC(=O)Cc2cccs2)cc1C (stereo not drawn)	5	7	1	4	3
21	CCC(C)Oc1nc2ccccc2nc1NS(=O)(=O)c1ccccc1 (stereo not drawn)	0	44	0	-5	-2
22	O=C(CNC(=O)c1ccc(Br)o1)NCc1cccc(Cl)c1	-2	18	3	7	-14
23	O=C(Nc1ccsc1C(=O)O)c1ccccc1Cl	6	-13	-2	-12	6
24	COc1ccccc1CNC(=O)C1CCC(=O)N(CCCc2ccccc2)C1 (stereo not drawn)	4	-3	1	-6	-2
25	COc1cc(C(c2sc3nc(C)nn3c2O)N2CC(C)CC(C)C2)cc(OC)c1OC (stereo not drawn)	-3	15	2	-2	-4
26	CC(NC(=O)Cc1cccs1)c1ccc2c(c1)OCO2 (stereo not drawn)	9	-13	-1	-6	21
27	CC(=O)Nc1ccc(NC(=O)CSc2ccc(-c3ccco3)nn2)cc1	2	1	-2	-8	27
28	CC1CC(c2ccccc2)NS(=O)(=O)O1 (stereo not drawn)	-1	3	3	-5	-6
29	COc1ccc(OC)c(Nc2c3ccccc3nc3ccccc23)c1	5	22	1	-9	8
30	CC(Sc1nnc(CC(=O)Nc2ccccc2F)n1C)C(=O)Nc1nccs1 (stereo not drawn)	1	10	-1	-11	6

nr	MEKK2 WT-MEK5	PfM18AAP inh	MEKK3 PB1 HTS	MEKK2mut PB1 HTS
16	105	-13	102	2
17	101	0	101	-1
18	100	-11	104	2
19	99	5	101	1
20	102	-8	102	5
21	96	-10	101	-2
22	100	7	98	-6
23	109	7	108	11
24	96	0	96	-1
25	104	6	97	5
26	100	0	102	-3
27	97	-13	94	-2
28	100	-2	103	-7
29	110	6	98	4
30	101	1	101	2

# In the list so far, these contain a cyano group.
nr	SMILES	IDE inh	NALP1 yeast inh	IDE cell activ	p-CIP stab down	SUMO HTRF inh
7	CC1=NN(C(C#N)c2cccc([N+](=O)[O-])c2)C(C)(C)C1 (stereo not drawn)	2	32	0	6	0
10	Cc1cc2c(c(=O)n1Cc1cccnc1)C(c1ccccc1)C(C#N)=C(N)O2 (stereo not drawn)	1	-11	-1	10	-12

nr	MEKK2 WT-MEK5	PfM18AAP inh	MEKK3 PB1 HTS	MEKK2mut PB1 HTS
7	101	-4	103	-2
10	101	17	98	0

# Additional compounds follow.
nr	SMILES	IDE inh	NALP1 yeast inh	IDE cell activ	p-CIP stab down	SUMO HTRF inh
31	C/C(=N/NC(=O)c1nnn(-c2nonc2N)c1COc1ccccc1)c1ccc(O)cc1	2	48	5	-15	0
32	COc1cccc(C(=O)Nc2cc(S(=O)(=O)N3CCCCC3)ccc2OC)c1	7	7	2	-95	4
33	O=C1CCN2C=Nc3cccc4ccc1c2c34	-21	-6	41*	-22	66*
34	Cc1ccc(OCc2nnc(SCC(=O)N3CCOCC3)n2C)cc1	-1	-6	1	1	-5
35	CCn1c(SCC(=O)Nc2oc(-c3ccccc3)c(-c3ccccc3)c2C#N)nnc1-c1ccco1	-4	35	-1	-1	-1
36	O=C(c1ccc(N2C(=O)C3CCCCC3C2=O)cc1)N1CCCCC1 (stereo not drawn)	3	11	8	-1	14
37	CCN(C(=O)CSc1nc2ccccc2c(=O)n1-c1ccc(C)cc1)C1CCS(=O)(=O)C1 (stereo not drawn)	-1	3	4	5	6
38	Cc1cc(C(=O)OCC(=O)NCc2ccccc2Cl)c(C)o1	5	2	2	-38	-4
39	CN(C)S(=O)(=O)c1ccc2c(c1)nc1n2CCC1	0	4	4	-2	2
40	COC(=O)c1ccc(COc2ccc3c(C)c(C)c(=O)oc3c2C)o1	nt	13	nt	-7	7
41	COc1cccc(OC)c1C(=O)Nc1ccc2c3c(cccc13)CC2	-2	12	-1	-14	29
42	OC(COCc1ccc2c(c1)OCO2)CN1CCC(Cc2ccccc2)CC1 (stereo not drawn)	-1	5	6	4	1
43	CCCC(=O)Nc1ccc(-c2csc(N/N=C\c3ccncc3)n2)cc1	-4	nt	11	5	-26
44	COc1ccc2oc(=O)c(-c3csc(Nc4ccc(O)cc4)n3)cc2c1	-1	39	3	1	8
45	CCn1cc(C(=O)N[C@@H](C)C(=O)OC)c(=O)c2cc3c(cc21)OCO3	4	22	2	-12	8

nr	MEKK2 WT-MEK5	PfM18AAP inh	MEKK3 PB1 HTS	MEKK2mut PB1 HTS
31	92	4	95	-2
32	93	6	92	-3
33	130	17	120	11
34	102	0	99	1
35	99	6	100	0
36	93	0	93	-2
37	88	-1	93	-12
38	120	-15	122	0
39	106	4	105	4
40	102	2	88	6
41	95	0	95	-10
42	122	4	110	11
43	75	17	78	-15
44	98	4	94	-2
45	112	8	109	15

# Next part
nr	SMILES	IDE inh	NALP1 yeast inh	IDE cell activ	p-CIP stab down	SUMO HTRF inh
46	C=CCNc1ncnc2c1cnn2-c1cccc(C)c1	-2	30	0	-4	15
47	N#Cc1ccccc1OCCCN1CCC(Cc2ccccc2)CC1	1	nt	4	0	-11
48	COc1ccc(S(=O)(=O)n2nc(-c3ccc(Cl)cc3)cc2N)cc1	-1	nt	6	-6	17
49	Cc1ccc(C(=O)C[n+]2ccccc2C)cc1[N+](=O)[O-]	-5	5	-1	-2	16
50	O=C(N/N=C/c1cc([N+](=O)[O-])ccc1O)C1CC1	-6	-9	2	-5	9
51	O=C(CN1C(=O)S/C(=C\C=C\c2ccccc2)C1=O)N1CCOCC1	-2	10	nt	-8	21
52	Cc1nc(SCC(=O)Nc2ccc(C)c(F)c2)c2oc3ccccc3c2n1	5	8	-1	4	-13
53	O=C(Cc1ccccc1)Nc1nnc(-c2ccco2)s1	-1	10	5	-9	69
54	COc1ccc(Nc2ncnc3c2c(C)c(C)n3CCCN(C)C)cc1	2	22	0	1	1
55	c1ccc(-c2ccnc3ncnn23)nc1	-3	22	4	5	18
56	CC(=O)NCCc1ccc(S(=O)(=O)Nc2ccc(C)c(S(=O)(=O)N3CCOCC3)c2)cc1	-4	-29	0	-6	-3
57	Cc1nn(-c2nc3ccccc3[nH]2)c(N)c1-c1ccc(Cl)cc1	-2	2	2	-9	-5
58	O=[N+]([O-])c1cc(Cl)ccc1NCCNS(=O)(=O)c1ccccc1	8	19	8	-2	10
59	CC1CC(C)CN(C(=O)C2CCN(S(=O)(=O)c3cccc4cccnc34)CC2)C1 (stereo not drawn)	13	20	-17	-7	nt
60	Cc1cccc(C)c1NC(=O)NCc1ccco1	5	7	3	-1	19

nr	MEKK2 WT-MEK5	PfM18AAP inh	MEKK3 PB1 HTS	MEKK2mut PB1 HTS
46	110	4	106	6
47	119	6	103	3
48	114	0	112	11
49	108	-16	108	9
50	97	19	98	-3
51	114	-5	112	10
52	114	1	106	7
53	99	-1	98	1
54	102	0	96	0
55	95	-7	94	-9
56	103	1	101	2
57	100	-2	104	0
58	96	-1	99	7
59	99	-3	101	-1
60	88	-1	92	10

# Bioassay records deposited in PubChem by several laboratories.
